High-throughput results from PubChem.
TMEM16A act – mouse TMEM16A channel activation, primary screen; Q8BHY3; 340,000 compounds, 0.3% hits; B-score at 10 µM; HEK293 TMEM16A/YFP-H148Q/I152L, iodide quench fluorescence; active compounds read low;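 active = fluorescence-ratio B-score plate-corrected deviation score at least 3 library SD below zero, with starting fluorescence score within 5 deviations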;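 note: channel opened by trigger with iodide after compound preincubation; score built on the fluorescence ratio of max minus min over baseline; more negative score means more quench and so TMEM16A activation or potentiation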
KCNK3 block – human KCNK3 channel inhibition, primary screen | O14649 | CHO-KCNK3 thallium flux, FluxOR fluorescence; active compounds read low | B-score at 10 µM | 340,000 compounds, 0.84% hits;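 active = B-score under library mean minus 4 SD, starting fluorescence ratio at most library mean plus 5 SD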;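 note: more negative B-score means stronger inhibition of thallium flux through KCNK3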
hERG rescue – compounds protecting human hERG from proarrhythmic drug block; AID 1511; 310,000 compounds, 0.51% hits; CHO-hERG, FluxOR thallium flux, dofetilide IC70 present; activation (rescue from dofetilide block), less the hit threshold, % at 10 µM;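 active = activation above the mean of controls blocked by dofetilide plus 5 SD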;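 note: thallium influx through hERG after potassium depolarization seen as dye fluorescence rise; in these data hits start at about 4.7%; inactives centre near -7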
ANO1 block – blocks the mouse calcium-activated chloride channel TMEM16A | Q8BHY3 | HEK293 TMEM16A/YFP iodide influx fluorescence, ionomycin | normalized B-score (activity score, 25-100; higher = stronger inhibition) at 10 µM | 310,000 compounds, 1.2% hits | AID 588511;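 active = ratio plate-corrected score three or more library SD toward inhibition, starting fluorescence score within five deviations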;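 note: score derived from kinetic fluorescence span divided by baseline fluorescence per well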
KCNK9 inh – blocks the human KCNK9 two-pore domain potassium channel; 310,000 compounds, 1.2% hits; HEK293 KCNK9, FluxOR thallium flux fluorescence; active compounds read low; Q9NPC2; B-score at 10 µM;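 active = ratio B-score over 3 SD below the library mean, with starting fluorescence within 5 SD of its mean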;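 note: negative B-score means less thallium flux so channel inhibition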
KCNQ1 inh – human KCNQ1 channel inhibition; CHO-K1 KCNQ1, FluxOR thallium flux fluorescence; active compounds read high; B-score at 10 µM; 310,000 compounds, 1.3% hits; AID 2642;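 active = compounds whose thallium flux B-score, printed positive for inhibition, exceeds three library SD while starting fluorescence stays within three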;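 note: channel opened by potassium depolarization with thallium stimulus after 20 min compound exposure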
Target sequence (P51787 whole entry, looked up): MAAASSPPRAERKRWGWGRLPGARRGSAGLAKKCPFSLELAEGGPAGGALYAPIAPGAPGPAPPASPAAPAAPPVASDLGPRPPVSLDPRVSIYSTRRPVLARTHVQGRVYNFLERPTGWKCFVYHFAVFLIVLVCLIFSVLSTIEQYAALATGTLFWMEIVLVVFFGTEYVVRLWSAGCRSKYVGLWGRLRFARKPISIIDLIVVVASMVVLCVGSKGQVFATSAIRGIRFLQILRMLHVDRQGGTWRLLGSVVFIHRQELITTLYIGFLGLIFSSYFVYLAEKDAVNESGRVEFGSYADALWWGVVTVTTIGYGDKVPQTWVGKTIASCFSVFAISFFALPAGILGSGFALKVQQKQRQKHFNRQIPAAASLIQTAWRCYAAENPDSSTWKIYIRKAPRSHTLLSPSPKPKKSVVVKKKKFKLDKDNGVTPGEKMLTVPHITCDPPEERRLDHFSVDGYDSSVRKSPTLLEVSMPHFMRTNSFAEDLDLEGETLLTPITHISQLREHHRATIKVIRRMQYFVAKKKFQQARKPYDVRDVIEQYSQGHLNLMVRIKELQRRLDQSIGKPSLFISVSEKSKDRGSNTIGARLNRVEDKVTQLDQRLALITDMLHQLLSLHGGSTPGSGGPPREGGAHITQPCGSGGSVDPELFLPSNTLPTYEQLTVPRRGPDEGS
HDAC3 inh – blocks human histone deacetylase 3; 320,000 compounds, 0.15% hits; recombinant HDAC3, fluorogenic peptide/trypsin coupled, fluorescence; O15379; inhibition, % at 8.3 µM; in the data active = inhibition above about 26%, passing the limit was not always enough; inconclusive = no clear call, values can overlap the other calls
Target sequence (O15379 whole entry, looked up): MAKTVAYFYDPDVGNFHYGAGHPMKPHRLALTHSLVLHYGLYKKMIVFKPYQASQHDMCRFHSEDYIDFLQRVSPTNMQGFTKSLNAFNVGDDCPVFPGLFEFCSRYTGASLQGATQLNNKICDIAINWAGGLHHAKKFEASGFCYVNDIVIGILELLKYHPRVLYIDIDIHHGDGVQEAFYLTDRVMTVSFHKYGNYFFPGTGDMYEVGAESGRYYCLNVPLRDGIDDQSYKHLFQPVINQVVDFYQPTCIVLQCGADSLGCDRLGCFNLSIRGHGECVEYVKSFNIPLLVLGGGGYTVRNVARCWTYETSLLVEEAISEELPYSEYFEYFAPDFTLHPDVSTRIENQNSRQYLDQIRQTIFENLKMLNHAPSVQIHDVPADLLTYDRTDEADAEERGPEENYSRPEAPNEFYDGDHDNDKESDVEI
Dyrk1A ADPGlo – blocks rat Dyrk1A kinase activity | Q63470 | ADP-Glo luminescence, NFATc1 peptide | inhibition, % at 12.5 µM | 310,000 compounds, 0.43% hits; in the data active = inhibition above about 50%;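 note: plate controls were vehicle with enzyme for no effect and no enzyme for full effect; many of its hits are not listed in these tables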
TRPC4 PAM – allosterically enhances the mouse TRPC4 cation channel; AID 2227; B-score at 10 µM; Q9QUQ5; 310,000 compounds, 0.42% hits; HEK293 TRPC4beta/mu-opioid, DAMGO EC20, Fluo-4 Ca2+ flux; active compounds read high;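 active = B-score of calcium response area above 5 SD of library B-scores, with initial fluorescence ratio within 5 SD of library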;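 note: B-score of integrated fluorescence ratio over time as area under calcium response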
KCNQ1 act – potentiators or activators of human KCNQ1 potassium channel; P51787; CHO-K1 KCNQ1, thallium flux FluxOR fluorescence; active compounds read high; B-score at 10 µM; 310,000 compounds, 0.35% hits;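 active = fluorescence ratio B-score, a plate-corrected score, at least three library SD, with initial intensity B-score within 5 SD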
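assay system = KCNQ1-transfected CHO-K1 cells | medium = assay buffer with matched DMSO | probe or stimulus = depolarizing K+/Tl+ stimulus, K2SO4 and Tl2SO4 each 12.5 mM in 5x stock | dosing = single dose | incubation = dye 90 min, compound 20 min, room temperature | detection = kinetic FluxOR fluorescence, 10 s baseline plus 110 s post-stimulus | evaluation = ratio B score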
TRPC4 agonist – TRPC4 (mouse) channel activation. 310,000 compounds, 0.49% hits. B-score at 10 µM. Q9QUQ5. HEK293 TRPC4beta/mu-opioid, Fluo4 calcium fluorescence; active compounds read high. AID 2237;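 active = B-score above 5 SD of library B-scores, and initial fluorescence ratio not above library mean plus 5 SD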;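 note: positive B-score marks a calcium rise read as TRPC4 activation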
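Assay system: HEK293 stable line with TRPC4beta plus mu-opioid receptor. Times: dye 45 min RT, read 110 s. Measured by: kinetic Fluo4 calcium fluorescence. Measure: B score of integrated ratio. Controls: assay buffer as low control, maximal DAMGO as high control.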
Numbers without * were called inactive; i = inactive; ? = inconclusive; nt = no result given.

compound,hERG rescue,KCNK9 inh,ANO1 block,Dyrk1A ADPGlo,TMEM16A act,KCNK3 block,HDAC3 inh,TRPC4 PAM,KCNQ1 act,KCNQ1 inh,TRPC4 agonist
Cc1ccc(/C=C/C(=O)Nc2cc(S(=O)(=O)N3CCCCCC3)ccc2OCC(F)(F)F)o1,-15,i,i,0,i,i,-5,i,i,i,i
CN(CC(=O)Nc1ccccc1F)S(=O)(=O)c1ccc2c(c1)n(C)c(=O)c(=O)n2C,-12,i,i,-5,i,i,5,i,i,i,i
O=C(NCc1ccccc1)c1ccc(Br)cc1Br,-5,i,i,3,i,i,-1,i,i,i,i
CC1=CC(C)(C)N2C(=O)C3(SCC(=O)N3c3ccc(F)cc3)c3cc(C)cc1c32 (centres undefined),-13,i,100*,5,i,i,-1,i,i,i,i
Clc1ccc(Cn2cc(/C=N/n3cnnc3)c3ccccc32)cc1,-10,i,i,6,i,i,0,i,i,i,i
CC(NC(=S)Nc1ccc(OC(F)F)cc1)c1ccc(F)cc1 (centres undefined),4,i,i,0,i,i,5,i,i,i,i
Cc1cc(=O)n(CC(C)O)c(O)c1C#N (centres undefined),-5,i,i,-1,i,i,4,i,i,i,i
COc1cc(C2CC(=O)Oc3c(C(CCN4CCN(c5ccccc5)CC4)c4ccc(N(C)C)cc4)c(OC)cc(OC)c32)cc(OC)c1OC (centres undefined),-8,i,i,10,i,i,-3,i,i,i,i
O=C(COC(=O)c1ccc(Cl)nc1)c1ccc2c(c1)OCCO2,-4,i,i,-6,i,i,0,i,i,i,i
Cn1c(CSc2ncccn2)nnc1SCC(=O)N1CCCCCC1,2,i,i,-1,i,i,0,i,i,i,i
O=C(Cn1ccc([N+](=O)[O-])n1)NCc1ccccc1,-10,i,i,2,i,i,-12,i,i,i,i
CC(=O)N1CCc2cc(N=NC3=C(O)CCCC3=O)ccc21,-10,i,i,14,i,i,5,i,i,i,i
Cc1ccc(C)c(C(C)NC(=O)CC#N)c1 (centres undefined),-4,i,i,-7,i,i,-4,i,i,i,i
S=C1NC2=C(CCC/C2=C\c2ccccc2)C(c2ccccc2)N1 (centres undefined),-3,i,i,-1,i,i,2,i,i,i,i
CC(C)c1ccc(NC(=S)N2CCN(S(=O)(=O)c3ccccc3)CC2)cc1,-11,i,i,-6,i,i,nt,i,i,i,i
CCCCN(C)CCNC(=O)CN1C(=O)CSc2ccc(S(=O)(=O)N3CCCC3)cc21,-5,i,i,nt,i,i,2,i,i,i,i
O=C(NNc1nc(=O)c2cccnc2s1)c1ccccc1O,-8,i,i,-2,i,i,6,i,i,i,i
Cc1nnc(SCC(=O)Nc2sc3c(c2C#N)CCCC3)[nH]c1=O,-6,i,i,25,i,i,4,i,i,i,i
CN(C)Cc1ccccc1Sc1ccc(O)cc1O,-5,i,i,-7,i,i,-2,i,i,i,i
CCOC(=O)c1cnc2c(OC)cccc2c1Oc1ccccc1,-7,i,i,13,i,i,2,i,i,i,i

Some of the entries so far, with values under each structure:
Values run as follows: hERG rescue	KCNK9 inh	ANO1 block	Dyrk1A ADPGlo	TMEM16A act	KCNK3 block	HDAC3 inh	TRPC4 PAM	KCNQ1 act	KCNQ1 inh	TRPC4 agonist
O=C(COC(=O)c1ccc(Cl)nc1)c1ccc2c(c1)OCCO2
 : -4	i	i	-6	i	i	0	i	i	i	i
CC(NC(=S)Nc1ccc(OC(F)F)cc1)c1ccc(F)cc1 (centres undefined)
 : 4	i	i	0	i	i	5	i	i	i	i

Continuation.
compound,hERG rescue,KCNK9 inh,ANO1 block,Dyrk1A ADPGlo,TMEM16A act,KCNK3 block,HDAC3 inh,TRPC4 PAM,KCNQ1 act,KCNQ1 inh,TRPC4 agonist
C=CCn1c(C)cc(C(=O)COC(=O)C2CC(=O)N(Cc3ccccc3)C2)c1C (centres undefined),-10,i,i,0,i,i,0,i,i,i,i
CCCCn1c(N)c(N(Cc2ccccc2OC)C(=O)C(C)Oc2ccc(F)cc2)c(=O)[nH]c1=O (centres undefined),-10,i,i,0,i,i,-9,i,i,i,i
Cc1ccc2c(c1)NC(=O)C(CC(=O)NCCCN1CCCC1=O)O2 (centres undefined),-8,i,i,1,i,i,-3,i,i,i,i
COc1ccc(C2/C(=C(/O)c3ccc(C)cc3)C(=O)C(=O)N2CC2CCCO2)cc1OC (centres undefined),-6,i,i,1,i,i,5,i,i,i,i
COc1ccc(/C=C/C(=O)c2ccc[nH]2)c(OC)c1OC,-20,i,i,6,i,i,15,i,i,i,i
CC1CN(C(=O)Nc2ccccc2)c2ccccc2-[n+]2ccsc21 (centres undefined),-2,i,i,-2,i,i,nt,i,i,i,i
O=C(Nc1ncccc1Cl)c1ccc2c(c1)OCCO2,-15,i,i,-3,i,i,1,i,i,i,i
COc1ccc(N2C(=O)CC(N3CCCC4CCCCC43)C2=O)cc1 (centres undefined),-6,i,i,-16,i,i,-1,i,i,i,i
COc1cccc(-c2nc(CS(=O)(=O)CC(=O)NCCCN3CCc4ccccc4C3)c(C)o2)c1,-17,i,i,-2,i,i,-3,i,i,i,i
Cc1cc(C)c2c(NC(=S)NC(=O)c3ccccc3)nn(C)c2n1,0,i,i,-8,i,i,2,i,i,i,i
c1ccc(C2=Nn3c(nnc3-c3ccncc3)SC2)cc1,1,i,i,19,i,i,1,i,i,i,i
COc1ccccc1/C=N/NC(=O)c1csc(C)c1C,1,i,i,-1,i,i,nt,i,i,i,i
Cc1cc(C)cc(C(=O)NC(CC(N)=O)c2ccc(NC3CCCCC3)c([N+](=O)[O-])c2)c1 (centres undefined),-7,i,i,nt,i,i,-3,i,i,i,i
O=C(CCn1nnc2ccccc2c1=O)N[C@@H](Cc1ccccc1)C(=O)O,-5,i,i,3,i,i,1,i,i,i,i
COc1ccc(CN(C)S(=O)(=O)c2nnc(NC(=O)c3cccc(F)c3)s2)cc1,-7,i,i,3,i,i,-1,i,i,i,i
CCOC(=O)/C(C#N)=C/c1c(Oc2cccc(C)c2)nc2c(C)cccn2c1=O,-14,i,i,0,i,i,-3,i,i,i,i
COCc1nc(-c2ccc(-c3ccccc3)nc2OC)no1,-14,i,i,8,i,i,2,i,i,i,i
CCCOc1ccc(C(=O)NCCC(=O)NCCCC(=O)O)cc1,-7,i,i,4,i,i,0,i,i,i,i
CC(=O)Nc1ccc(NC(=O)CSc2nccn2Cc2ccco2)cc1,-6,i,i,-1,i,i,8,i,i,i,i
COc1ccc(C(=O)c2coc3c2C(=O)C(=O)c2ccccc2-3)cc1,-14,-21*,i,7,i,-8.9*,-2,i,i,i,i
O=C(NCc1ccccn1)C1CCN(Cc2cnn(-c3ccccc3)c2-n2cccc2)CC1,-10,i,i,2,i,i,2,i,i,i,i
Cc1nc(NC(=O)c2ccncc2)sc1C(=O)N(C)C,-9,i,i,2,i,i,nt,i,i,i,i
CS(=O)(=O)N1CCN(c2ccccc2NC(=O)c2ccc3ccccc3c2)CC1,-12,i,i,-1,i,i,?,i,i,i,i
CC1C[N+](=C2C=C(N3CCOCC3)CC(C)(C)C2)CC(C)O1 (centres undefined),-11,i,i,0,i,i,4,i,i,i,i
Cc1ccc(C)c(S(=O)(=O)NC(C)C(=O)Nc2ccc(-c3nc4ccccc4s3)cc2)c1 (centres undefined),-3,i,i,6,i,i,-2,i,i,i,i
CC1CCc2c(sc(NC(=O)CN3CCN(C(=O)c4ccco4)CC3)c2C#N)C1 (centres undefined),-7,i,i,-6,i,i,2,i,i,i,i
COCCCNC1CS(=O)(=O)CC1O (centres undefined),-5,i,i,-6,i,i,-11,i,i,i,i
Cc1ccc(OCC(=O)Nc2ccc(N3CCN(C(=O)c4ccco4)CC3)cc2)c(C)c1,-2,i,i,-7,i,i,-9,i,i,i,i
Cc1ccc(-c2c3c(=O)n(C)c(=O)n(C)c3cn2Cc2ccccn2)cc1,-8,i,i,-1,i,i,16,i,i,i,i
CCOc1nc(NCCc2ccc(OC)c(OC)c2)nc(N2CCN(c3ccc(OC)cc3)CC2)n1,-10,i,i,-3,i,i,0,i,i,i,i
CCN(c1ccccc1)S(=O)(=O)c1ccc(NC(=S)NC(=O)c2cccs2)cc1,-2,i,i,8,i,i,?,i,i,i,i
Cc1ccc(NC(=O)Nc2cccnc2)cc1Cl,-17,i,i,18,i,i,2,i,i,7*,i
COc1ccc(NC(=O)c2ccc(S(=O)(=O)C(F)F)cc2)c(OC)c1,-3,i,i,-5,i,i,2,i,i,i,i
c1cc(CNc2ccc3c(c2)OCCO3)ccn1,-5,i,i,nt,i,i,1,i,i,i,i
CC(=O)C(Cc1ccccc1)(Cc1ccccc1)C(C)=O,-4,i,i,-6,i,i,-4,i,i,i,i
CN(C)/C=N/NC(=O)c1ccccc1Cl,-4,i,i,nt,i,i,1,i,i,i,i
Cc1cccc(N(CC(N)=O)S(C)(=O)=O)c1C,-8,i,i,-4,i,i,1,i,i,i,i
C=CCNC(=O)c1cc(-c2ccccc2O)on1,-8,i,i,0,i,i,1,i,i,i,i
CCCc1nc2c(s1)CCc1onc(-c3cccc([N+](=O)[O-])c3)c1-2,-5,i,i,15,i,i,-3,i,i,i,i
COc1cccc(SCc2noc(C(=O)NCC3CC3)c2C(=O)NCC2CC2)c1,-8,i,i,2,i,i,-4,i,i,i,i
CCOc1ccc(C(=O)NCc2ccco2)cc1Cl,-1,i,i,0,i,i,-5,i,i,i,i
Cc1ccnc(SCCn2c(N3CCN(Cc4ccccc4)CC3)nc3c2c(=O)[nH]c(=O)n3C)n1,-8,i,i,0,i,i,5,i,i,i,i
Cc1ccc(N(CC(=O)NCc2ccco2)C(=O)CNS(=O)(=O)c2ccccc2)c(C)c1,-9,i,i,-1,i,i,1,i,i,i,i

Grouped by structure, the entries above with a COOH group
compound,hERG rescue,KCNK9 inh,ANO1 block,Dyrk1A ADPGlo,TMEM16A act,KCNK3 block,HDAC3 inh,TRPC4 PAM,KCNQ1 act,KCNQ1 inh,TRPC4 agonist
O=C(CCn1nnc2ccccc2c1=O)N[C@@H](Cc1ccccc1)C(=O)O,-5,i,i,3,i,i,1,i,i,i,i
CCCOc1ccc(C(=O)NCCC(=O)NCCCC(=O)O)cc1,-7,i,i,4,i,i,0,i,i,i,i

These rows are one share of the data. The share of hits here may be higher or lower than overall.
